Bioassay records deposited in PubChem BioAssay by several laboratories.
CHT PAM: CHT positive allosteric modulators, primary screen, cell-based, membrane potential dye, choline EC20 | High affinity choline transporter 1 (Homo sapiens), Q9GZV3 | CHT-expressing cells; hits give high values; LV-AA mutant CHT in HEK293 cells | B-score at 10 µM | 0.49% of 310,000 active;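 active = initial fluorescence not abnormally high and integrated response B-score, plate-corrected, over 3 SD above library mean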
Target sequence (Q9GZV3 whole entry, looked up): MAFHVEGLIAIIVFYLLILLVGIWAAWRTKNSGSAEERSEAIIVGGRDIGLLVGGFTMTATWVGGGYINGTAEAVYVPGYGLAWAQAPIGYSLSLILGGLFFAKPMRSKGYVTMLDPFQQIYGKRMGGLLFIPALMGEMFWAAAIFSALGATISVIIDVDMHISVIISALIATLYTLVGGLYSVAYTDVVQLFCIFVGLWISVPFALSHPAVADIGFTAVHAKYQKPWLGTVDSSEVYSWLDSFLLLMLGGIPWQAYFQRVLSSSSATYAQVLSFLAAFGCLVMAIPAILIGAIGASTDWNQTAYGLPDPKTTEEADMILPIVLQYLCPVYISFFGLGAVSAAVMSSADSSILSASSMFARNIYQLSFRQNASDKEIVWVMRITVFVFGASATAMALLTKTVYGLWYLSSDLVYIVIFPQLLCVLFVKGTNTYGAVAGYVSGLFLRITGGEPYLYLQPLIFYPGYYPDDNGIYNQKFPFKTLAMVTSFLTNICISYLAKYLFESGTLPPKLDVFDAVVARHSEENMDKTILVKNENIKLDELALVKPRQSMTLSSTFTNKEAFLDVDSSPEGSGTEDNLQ
OX1R antagonist: OX1R (HCRTR1) antagonists, primary screen, fluorescence, CHO/OX1R cells, Fluo-8 calcium, orexin A. Orexin/Hypocretin receptor type 1 (Homo sapiens), O43613. Fluo-8 calcium fluorescence. 0.43% of 330,000 active. inhibition, % at 5 µM. AID 434989, 2010;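 active = inhibition above its plate's threshold, mean inhibition of all tested compounds on the plate plus 3 SD, cut at about 37% in these data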;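 also: 0% = orexin A challenge wells and 100% = SB-334867-A antagonist wells; not every result past the cut was called active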
Target sequence (O43613 whole entry, looked up): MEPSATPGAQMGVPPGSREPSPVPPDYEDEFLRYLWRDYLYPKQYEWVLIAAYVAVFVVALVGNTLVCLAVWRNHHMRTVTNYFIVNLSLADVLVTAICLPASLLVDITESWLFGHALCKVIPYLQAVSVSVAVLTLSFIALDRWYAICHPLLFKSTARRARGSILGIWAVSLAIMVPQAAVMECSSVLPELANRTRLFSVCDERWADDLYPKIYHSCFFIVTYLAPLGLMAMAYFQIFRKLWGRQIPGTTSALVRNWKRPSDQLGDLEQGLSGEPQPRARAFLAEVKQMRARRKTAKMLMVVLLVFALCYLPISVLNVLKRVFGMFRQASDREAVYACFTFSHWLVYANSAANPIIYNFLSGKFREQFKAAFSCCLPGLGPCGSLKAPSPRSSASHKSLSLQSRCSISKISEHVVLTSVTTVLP
Starred values were filed as active, the others as inactive; i = inactive; nt = not tested or not shown.

SMILES	CHT PAM	OX1R antagonist
Cc1cc(-c2nnc(SCC(=O)N3C(C)CCCC3C)o2)no1 (configuration not stated)	i	3.6
COC(=O)c1[nH]nc2c1C(=O)N(C1CCCCC1)C2=O	i	-0.9
COC(=O)c1nc2cc(C)ccn2c1F	i	0.9
O=C(CSc1nc2ccccc2o1)Nc1ccc(N2CCOCC2)c(Cl)c1	i	32.3
CCCCn1c(NC(=O)c2ccccc2Cl)c(C#N)c2nc3ccccc3nc21	i	15.8
O=C(Nc1ccc(N2CCCCCC2)cc1)c1ccccc1Cl	i	-27.3
Fc1ccc(NC(=S)NCCc2ccc(Cl)cc2)cc1	i	4.6
CC(=O)Nc1c(O)nc(SCc2ccc(Cl)cc2)[nH]c1=O	i	3.8
COc1cccc(N(C(=O)c2cccs2)c2nc3ccccc3s2)c1	i	-30.7
O=C(N1CCN(c2cccc(Cl)c2)CC1)C1(S(=O)(=O)c2ccc(Cl)cc2)CC1	i	-25.9
CC(=O)c1ccc(N(CC(=O)NCC2CCCO2)C(=O)CCC(=O)Nc2cc(C)on2)cc1 (configuration not stated)	i	-1.3
COc1ccccc1NC(=O)CSc1nc2nccnc2c(=O)n1Cc1cccs1	i	-22.1
COCCNC(=S)N1CCC(NC(=O)C23CC4CC(CC(C4)C2)C3)CC1	i	-15.0
COc1cccc(-n2c(CN3CCN(c4ccc(C)cc4)C(C)C3)nc3ccc([N+](=O)[O-])cc3c2=O)c1 (configuration not stated)	i	-26.0
NC(=O)C1CCN(C(=O)c2cc(-c3ccc(Cl)cc3)nc3ccccc23)CC1	nt	-22.8
CCOC(=O)[C@@H]1[C@H]2COc3ccc(Br)cc3[C@H]2N2C(=O)N(c3ccc(Cl)cc3)C(=O)[C@]12C	nt	-21.5
CC(=O)OC1COC(n2c(O)c(N=NC(N)=S)c3ccccc32)C(OC(C)=O)C1OC(C)=O (configuration not stated)	i	-7.1
O=C(Nc1cccnc1)c1cc(Cl)ccc1Cl	i	-5.8
O=C(Cc1ccc2c(c1)OCCO2)N1CCN(c2ccccc2)CC1	i	-26.4
Cc1nn(CC(=O)NCCCN2CCOCC2)c(C)c1[N+](=O)[O-]	i	-33.6
O=C(CN1CCC2(CC1)OCCO2)c1ccc2cc[nH]c2c1	i	6.3
O=C(CCc1nnc(-c2ccccc2)o1)NC1CCCCC1	i	-5.2
C=CCNC(=S)N/N=C/c1ccc(-c2ccc(Cl)cc2Cl)o1	i	-32.3
CCOC(=O)c1cnc(SCC(=O)N2CCOCC2)nc1N	i	-14.9
COc1ccc(OC)c(Nc2nc(-c3ccc(O)c(O)c3)cs2)c1	i	-8.8
Fc1ccc(CSc2nc3ccccc3[nH]2)cc1	i	-12.3
OCCN1CCN(c2cc(C(F)(F)F)nc3c(F)cccc23)CC1	i	-14.2
CC1CCN(C(=O)CSc2nc3cccnc3n2C)CC1	i	-10.8
CCc1nnc(NC(=O)CSc2nnc(COc3ccccc3)n2-c2ccc(C)cc2)s1	i	-11.8
CN(CC(=O)Nc1cccc(C(F)(F)F)c1)C1=NS(=O)(=O)c2ccccc21	nt	-20.2
CCC(C)Sc1ccc([C@H]2N[C@@](C)(C(=O)OC)[C@H]3C(=O)N(CC)C(=O)[C@@H]23)cc1OC (some centres not stated)	nt	-9.0
O=C(Nc1ccc(N2CCCCC2)cc1)c1ccccn1	i	-17.2
CCOC(=O)C(C)Oc1cccc2c(=O)n(CC(=O)N3CCN(C(=O)OCC)CC3)ccc12 (configuration not stated)	i	-23.6
Cc1ccc(NC(=O)c2ccc(S(=O)(=O)NCc3ccco3)cc2)cc1	i	-1.2
CCCCN=Cc1c(C)[nH]n(-c2ccccc2)c1=S	i	11.3
O=C(O)c1ccc(NS(=O)(=O)c2ccc(NC(=O)c3ccccc3Cl)cc2)cc1	i	-13.0
Cc1ccccc1NC(=S)NC1(C)CCS(=O)(=O)C1 (configuration not stated)	i	13.6
C=CCNC(=O)/C(C#N)=C/c1cc(Br)ccc1OC	i	-18.2
COc1ccc(C)cc1NC(=O)Nc1cccc(C(=O)O)c1	i	-3.2
CCN(CC)c1ccc(-c2nc3cnccn3c2NC2CCCC2)cc1	i	-12.7
CCn1c(COc2ccc(OC)cc2)nnc1SCc1nc2ccccc2c(=O)[nH]1	i	0.7
O=C(CN(C(=O)c1nsc(Cl)c1Cl)c1cccc(F)c1)NC1CCCC1	i	-11.5
COc1ccc(CCCc2nnc(SCC(=O)Nc3cc(C)ccc3C)o2)cc1	i	-18.6
CCOC(=O)c1c(C)[nH]c(C)c1C(=O)COC(=O)/C=C/c1cccc(F)c1	i	-22.9
CCOc1cc(/C=C/C(=O)c2ccc3c(c2)OCCO3)ccc1OCC(=O)N(C)C	i	-28.0
COc1ccc(C2c3[nH]c4ccccc4c3CCN2C(=O)c2ccc(=O)n(C)n2)c(F)c1 (configuration not stated)	i	-15.0
COc1ccc(S(=O)(=O)Nc2cc(S(=O)(=O)c3ccccc3)c(O)cc2C)cc1	i	-19.8
O=C(NCC1CCCO1)c1cc2cc(Cl)ccc2[nH]1 (configuration not stated)	i	-9.7
COc1cccc(OCc2cc(C(=O)N3CCN(C)C(c4ccccc4)C3)no2)c1 (configuration not stated)	i	-23.4
CC1CCN(c2nc(-c3ccccc3O)nc3ccccc23)CC1	i	-8.8
O=C(CN1c2ccccc2S(=O)(=O)c2ccccc21)NCc1ccc(F)cc1	i	24.2
CCOC(=O)CC1=CC(=O)Nc2ccccc2N1	i	-1.7
CCn1nc(CC(C)C)cc1C(=O)N1CCCC(Nc2ccc(OC)cc2)C1 (configuration not stated)	i	-29.0
CCOC(=O)C1=C(C)N(CCCC(=O)O)C(=O)NC1c1cc2ccccc2c2ccccc12 (configuration not stated)	i	-9.7
Cc1cc(C)c(C(=O)CSC2=NC(N)=C(C#N)C3(CCCCC3)C2C(N)=O)cc1C (configuration not stated)	i	-11.5
CCN(C(=O)COC(=O)c1ccc2ccccc2c1)c1c(N)n(Cc2ccccc2)c(=O)[nH]c1=O	nt	11.6
Cc1ccc(S(=O)(=O)N2CCC(=O)N(C(COCc3ccc(C(F)(F)F)cc3)Cc3ccccc3)CC2)cc1 (configuration not stated)	i	-17.7
Cc1cccc(CNC(=O)c2ccccc2N)c1	i	-8.7
CCOC(=O)C1=C(COC(=O)Cc2ccc(Br)cc2)NC(=O)NC1C (configuration not stated)	i	-0.8
CCCCCCNC(=O)CCCCCNS(=O)(=O)c1ccc(Br)cc1	i	-13.4

One compound at a time, as listed above. Order of values: CHT PAM	OX1R antagonist
Profile of `CCOC(=O)c1c(C)[nH]c(C)c1C(=O)COC(=O)/C=C/c1cccc(F)c1` → i	-22.9
Profile of `CCOC(=O)C1=C(COC(=O)Cc2ccc(Br)cc2)NC(=O)NC1C` (configuration not stated) → i	-0.8
Profile of `O=C(CN1c2ccccc2S(=O)(=O)c2ccccc21)NCc1ccc(F)cc1` → i	24.2
Profile of `CCOc1cc(/C=C/C(=O)c2ccc3c(c2)OCCO3)ccc1OCC(=O)N(C)C` → i	-28.0
Profile of `Cc1cc(C)c(C(=O)CSC2=NC(N)=C(C#N)C3(CCCCC3)C2C(N)=O)cc1C` (configuration not stated) → i	-11.5

More structures:
SMILES	CHT PAM	OX1R antagonist
N#CCSc1ncnc2c1cnn2CCO	i	-7.0
COc1cccc(C(=O)CSc2nnnn2C)c1	i	-7.8
COc1cc(/C=C/C(=O)Nc2ccc3nc4n(c(=O)c3c2)CCCC4)cc(OC)c1OC	i	-2.4
CC(=O)N1CCc2cc(Br)cc(S(=O)(=O)NCCCN3CCC(C)CC3)c21	i	-3.7
Cc1c(CN2CCC(CO)(CCOc3ccccc3)CC2)c(=O)n(-c2ccccc2)n1C	i	-3.4
CN1CCN(c2nc(-c3ccccc3)nc(-c3ccccc3)c2C#N)CC1	i	-29.8
Cc1nc(NS(=O)(=O)c2cccs2)c2c3c(sc2n1)CCC3	i	1.6
Cc1cc(C)c(C)c(S(=O)(=O)NCC(=O)Nc2ccc(F)cc2)c1C	i	-10.1
CCOC(=O)c1cnc2ccccc2c1Nc1cc(C(=O)O)ccc1C	i	-10.6
COc1ccc(CC(=O)NNC(=O)c2ccc(NC(C)=O)cc2)cc1	i	-20.8
CCN1CCN(c2nc(Nc3ccc(C)c(C)c3)nc(N)c2[N+](=O)[O-])CC1	i	-6.2
O=C(c1ccc(Cl)cc1)n1cnc2ccccc21	i	-1.4
CCC(Sc1nc2n[nH]c(C)c2c(=N)n1-c1cc(Cl)ccc1C)C(=O)N1CCOCC1 (configuration not stated)	i	-21.6
COc1ccc(NC(=O)CN(C)C(=O)CCCc2nc3ccccc3s2)cc1	i	-22.9
Cc1cc(CN2C(=O)c3ccccc3C2=O)no1	i	0.5
CCOC(=O)N1CCN(C(=O)c2n[nH]c(=O)c3ccccc23)CC1	i	-9.1
CC(Oc1ccc(Cl)cc1Cl)C(=O)NCCCN1CCOCC1 (configuration not stated)	i	-15.6
CC1(C)Cc2noc(N)c2C(C)(C)N1OC(=O)c1scc2c1OCCO2	i	-10.6
Cc1cccc(NC(=O)Nc2ccccn2)c1C	i	-11.8
O=C(NN1C(=O)c2ccccc2C1=O)c1ccccc1[N+](=O)[O-]	i	-7.8
Cc1ccc(S(=O)(=O)N(C)c2ccc(C(=O)Nc3cccnc3)cc2)cc1	i	-28.0
Cc1ccc(NC(=O)Cc2cccs2)cc1Cl	i	nt
COc1ccccc1C(=O)N1CCN(Cc2c[nH]c3ccccc23)CC1	i	-10.8
COCc1cc(CN(C)C(=O)C2CCC(=O)N(Cc3cccc(OC)c3)C2)[nH]n1 (configuration not stated)	i	3.6
COc1ccc(NC(=O)c2ccc(S(=O)(=O)N3CC(C)OC(C)C3)cc2)cc1 (configuration not stated)	nt	-15.4
CC(C)c1ccccc1OCC(O)CN1CCN(S(=O)(=O)c2ccc([N+](=O)[O-])cc2)CC1 (configuration not stated)	i	-13.4
Cn1c2ccccc2c2cnn(CC(=O)Nc3ccccc3Br)c(=O)c21	i	-24.9
CCN(C(=O)N(CC)c1ccccc1)c1ccccc1	nt	-12.0
Cc1ccc(CNC(=O)c2nn(C)c3c2CS(=O)(=O)c2ccccc2-3)cc1	i	-24.8
COC(=O)C1=NN(c2ccc(OC)cc2)C2C(=O)N(c3ccccc3OC)C(=O)C12 (configuration not stated)	i	-10.8
COC(=O)c1nc2ccc(C)cn2c1F	i	-6.5
COc1ccc(CN(CC(=O)NCC2CCCO2)C(=O)CCC(=O)Nc2nccs2)cc1 (configuration not stated)	i	-4.1
COc1ccc(S(=O)(=O)NC2CCCC2)cc1Cl	i	-23.6
CC1CCN(c2ccccc2NC(=O)c2ccc(C#N)cc2F)CC1	i	-35.0
CN(Cc1ccccc1)C(=O)COc1ccccc1Cl	i	-13.6
COc1cc(CNc2ccc(C)c(C)c2)cc(OC)c1OC	i	-6.2
Cc1ccc(Nc2nc(-c3c(C)nc4ncccn34)cs2)cc1	6.75*	-8.9
CCCSc1nnc(Sc2nnnn2-c2ccccc2)s1	i	-30.2
c1cnc2ccc(C(c3nnnn3C3CCCC3)N3CCSCC3)cc2c1 (configuration not stated)	i	-34.1
COc1ccc2c(c1OC)C(=O)N(c1ccc(O)cc1)C2	i	-13.2
CC(=O)N1CCc2cc(S(=O)(=O)CCC(=O)N3CCN(c4ccccc4F)CC3)ccc21	i	-16.0
CCOC(=O)N1CCN(C(=O)c2cc3c(=O)n4cccc(C)c4nc3s2)CC1	i	-7.7
COc1ccc(S(=O)(=O)N2CCOC2CNC(=O)C(=O)NCCCn2ccnc2)cc1OC (configuration not stated)	i	-14.0
COc1cccc(NC(=O)N(Cc2ccco2)C(C)c2cccs2)c1 (configuration not stated)	i	-12.1
CCOc1ccc(NC(=O)c2ccc3c(=O)n(-c4ccc(OC)cc4OC)c(=S)[nH]c3c2)cc1	i	-5.9
CNC(=O)CN(c1ccc(C(C)C)cc1)S(C)(=O)=O	i	-7.6
O=C(CCCOc1ccc(Cl)cc1Cl)N/N=C/c1cccc([N+](=O)[O-])c1	i	-25.4
Cc1cc(=O)[nH]c2c(C)cc(S(=O)(=O)Nc3ccc(O)cc3)cc12	i	-12.5
O=C(Nc1ccc(N2CCCC2)c(S(=O)(=O)Nc2cccc(C(F)(F)F)c2)c1)c1cccs1	i	-2.2
CCN(CC)C(=O)Oc1ccc2c(=O)c(-c3ccccc3)coc2c1	i	-13.9
O=C(N/N=C/c1ccccc1O)C(=O)Nc1ccccn1	i	-5.4
CCOC(=O)C1CCN(C(=S)Nc2ccc(S(N)(=O)=O)cc2)CC1	i	-3.0
CN(/N=C/c1cccnc1)C1=NS(=O)(=O)c2ccccc21	i	-9.6
CCOC(=O)c1ccc(-c2ccc3[nH]c4ccccc4c(=O)c3c2)cc1F	i	-19.2
CCCCCCCOc1ccc(OC(=O)c2ccncc2)cc1	i	-4.4
CCC(=O)NC(C)c1cc(Cl)c2ccccc2c1O (configuration not stated)	nt	25.1
COc1ccc(Cn2c(=S)[nH]c3cc(OC)c(OC)cc3c2=O)cc1	i	-30.0
Cc1ccc(NC(=O)CSCC(=O)NNC(=O)c2nn(C)c(=O)c3ccccc23)cc1	nt	-22.9
O=C(Nc1ccccc1N1CCCC1)c1cccc(Cl)c1Cl	i	-31.2
Cc1c(NC(=O)c2ccc(C(=O)Nc3c(C)n(C)n(-c4ccccc4)c3=O)cc2)c(=O)n(-c2ccccc2)n1C	i	-23.8
Cc1ccnn1CC(=O)N/N=C/c1ccc2c(c1)OCO2	i	-15.8

Fetched by compound from the entries so far (four):
SMILES	CHT PAM	OX1R antagonist
CCOC(=O)C1CCN(C(=S)Nc2ccc(S(N)(=O)=O)cc2)CC1	i	-3.0
CCOc1ccc(NC(=O)c2ccc3c(=O)n(-c4ccc(OC)cc4OC)c(=S)[nH]c3c2)cc1	i	-5.9
CNC(=O)CN(c1ccc(C(C)C)cc1)S(C)(=O)=O	i	-7.6
CN(/N=C/c1cccnc1)C1=NS(=O)(=O)c2ccccc21	i	-9.6
